From PubChem
Shn3 3UTR inh: Schnurri-3 reporter inhibition in Clone20 osteoblasts | inhibition, % at 12.5 µM | Clone20 osteoblast Shn3 3'UTR firefly luciferase, 24 h | 0.52% of 360,000 active;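 active = mean inhibition of at least 75% with every replicate also reaching 75%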;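 note: 0% = median of neutral control wells and 100% = pilot-screen positive control compound; some compounds past the cut are filed as inactive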
TWEAK-Fn14 inh: blocks TWEAK-Fn14 interaction in a reporter cell assay | TWEAK-stimulated Fn14 reporter cells, luciferase luminescence, 8 h | inhibition, % at 10 µM | 2% of 360,000 active; in the data active = inhibition above about 50%
KKLEB cytotox: counter-screen for CF NF-kB inhibitors: cytotoxicity; 0.36% of 360,000 active; KKLEB CF airway cells viability, ATPlite luminescence, overnight; stronger effect = lower value; cells stimulated with P. aeruginosa culture filtrate; activity change (cytotoxicity), % at 5 µM; AID 602141;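 active = corrected activity change at or below -50% at 5 µM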
HIF-2a block: blocks HIF-2a reporter activity; 786-0 RCC cells HIF-2a reporter, luciferase luminescence, overnight; inhibition, % at 18.8 µM; AID 624352; 0.72% of 360,000 active;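 active = inhibition of the luminescence signal of 40% or more relative to plate controls, in a single-dose primary screen at 18.75 µM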
iPSC survival up: enhancers of human iPSC single-cell survival. hiPSC single-cell survival, ATPlite luminescence; 100% = ROCK inhibitor wells, 0% = DMSO. 0.044% of 360,000 active. survival enhancement, % at 20 µM; in the data active = survival enhancement above about 18%;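 note: cells exposed to compounds for 16 hours before the ATP read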
NR2E3 ag-1: agonists of human nuclear receptor NR2E3; Q9Y5X4; GST-NR2E3/biotin-RetCOR TR-FRET, 1536-well; inhibition of corepressor binding, % at 4.78 µM; 0.12% of 320,000 active; AID 2300;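 active = percent inhibition above the cutoff of mean plus 3 SD of all tested compounds, set per screening campaign, cut at about 20% in these data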;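 note: 0% = DMSO wells and 100% = biotin wells as full block of FRET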
Target sequence (Q9Y5X4 whole entry, looked up): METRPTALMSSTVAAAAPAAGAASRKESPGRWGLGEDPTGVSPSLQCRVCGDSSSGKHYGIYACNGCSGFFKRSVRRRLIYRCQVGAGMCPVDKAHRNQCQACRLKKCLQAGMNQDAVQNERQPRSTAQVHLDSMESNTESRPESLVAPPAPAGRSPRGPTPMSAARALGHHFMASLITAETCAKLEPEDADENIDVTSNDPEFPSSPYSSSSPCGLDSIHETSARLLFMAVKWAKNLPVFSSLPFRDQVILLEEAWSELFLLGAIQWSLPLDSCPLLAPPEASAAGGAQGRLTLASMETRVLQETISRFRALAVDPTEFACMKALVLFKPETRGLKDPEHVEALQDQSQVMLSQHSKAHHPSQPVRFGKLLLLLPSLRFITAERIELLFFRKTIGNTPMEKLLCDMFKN
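Material: NR2E3–RetCOR corepressor complex / Incubation: Compound–protein incubation for 5 h at 4 °C / Dosing: compound at 4.8 µM, single dose / Detection: time-resolved FRET / Benchmarks: high control biotin, low control 0.6% DMSO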
CF NFkB inh: cystic fibrosis NF-kB activation inhibition. KKLEB NF-kB-GFP reporter, PAF-induced, GFP fluorescence overnight. inhibition, % at 5 µM. 0.86% of 360,000 active;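 active = at least 50% inhibition at 5 µM, scaled per plate between neutral and stimulator controls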;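 note: PAF is a Pseudomonas aeruginosa culture filtrate used as stimulus; plate controls were PAF-stimulated DMSO wells for no effect and unstimulated DMSO wells for full effect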
NR2E3 ag-2: activates human NR2E3 receptor. AID 602229. inhibition of corepressor binding, % at 3.98 µM. CHO-S Gal4-NCOR/VP16-NR2E3 two-hybrid, luciferase. 0.35% of 360,000 active;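 active = inhibition above the mean of all tested compounds plus 3 SD, cut at about 70% in these data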;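 note: 0% = DMSO with NR2E3 transfected cells and 100% = cells lacking NR2E3 construct; higher means lower luciferase signal from less NR2E3 corepressor binding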
MITF TRPM1 inh: inhibitors of MITF-driven TRPM1 promoter in melanoma cells. inhibition, % at 12.5 µM. 0.83% of 330,000 active. SK-MEL-5 TRPM1 promoter luciferase, 24 h;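 active = mean inhibition across replicates of 60% or more, whatever share of single replicates reaches that level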; note: values of inactives mirror those of a sister screen read the other way
Peg3 promoter: inhibitors of Peg3 promoter | 1.7% of 360,000 active | AID 588405 | HeLa PEG-Prom luciferase reporter, luminescence, overnight | inhibition, % at 20 µM;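 active = inhibition of at least 50% at 20 µM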
aDG glyco up: increases alpha dystroglycan glycosylation; AID 624168; Pro5-aDG cells, alpha-DG glycosylation AlphaScreen (IIH6); 0% Pro5, 100% B10-LARGE cell signal; 0.22% of 360,000 active; activation, % at 10 µM;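 active = activation of at least 8% versus controls, or a plate z-score of at least 8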;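 note: Pro5 are CHO cells carrying HIG-tagged alpha-DG that lacks glycosylation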
* = called active by the depositor; nt = not tested or not shown.

SMILES	Shn3 3UTR inh	TWEAK-Fn14 inh	KKLEB cytotox	HIF-2a block	iPSC survival up	NR2E3 ag-1	CF NFkB inh	NR2E3 ag-2	MITF TRPM1 inh	Peg3 promoter	aDG glyco up
CS(=O)(=O)N(CC(=O)N1CCCC1)c1ccc(Cl)c(Cl)c1	2	6	-12	-3	-2.0	3	-13	21	9	14	-0.1
CCOc1ccc(N=C(NN)c2ccc3ccccc3n2)cc1	33	94*	-5	49*	-0.5	1	8	23	14	3	0.1
CCOc1c(Br)cc(Br)cc1/C=C1\SC(N)=NC1=O	-17	1	0	21	0.8	nt	14	-32	10	-4	0.2
CCOC(=O)Cn1c(=O)oc2cc(S(=O)(=O)Nc3cccc(C)c3)ccc21	-21	8	-21	3	5.0	0	2	-4	nt	24	0.4
O=C(NCc1nnc(SCC(=O)N2CCCCC2)o1)c1c(F)cccc1F	-9	-7	0	8	-0.3	0	-4	-18	-2	6	-0.3
C=C(C)Cn1c(Sc2nnc(C)s2)nc2c1c(=O)[nH]c(=O)n2C	7	4	-16	15	-1.1	1	8	-11	1	3	-0.1
COc1ccc(S(=O)(=O)O/N=C2\CCSc3ccc(C)cc32)cc1	-33	-1	0	18	-0.1	1	-21	-11	11	17	-0.1
CC(C)Cc1nnc(NC(=O)c2ccc([N+](=O)[O-])cc2)s1	-44	-31	3	-130	2.4	-2	4	-13	-14	-145	0.0
COc1ccc(S(=O)(=O)N2CCNCC2)cc1OC	10	0	-7	16	-0.5	-1	12	-15	9	6	0.1
CC(C)OCC1CO1 (stereo not drawn)	12	-5	13	9	-1.0	2	-8	1	-5	-9	0.4
COc1ccc(S(=O)(=O)Nc2noc3ccccc23)cc1	17	13	11	5	-0.6	0	-8	-29	-15	-5	-0.1
O=C(c1cc2ccccc2oc1=O)N(Cc1ccco1)Cc1cccs1	-51	-10	-2	6	2.0	-2	5	-33	-2	12	0.3
O=C(NCc1ccccn1)C(=O)Nc1nc(C23CC4CC(CC(C4)C2)C3)cs1	45	14	-12	1	0.1	2	22	-1	3	4	0.1
COc1cc(OC)cc(C(=O)NCC(=O)OCC(=O)NCc2ccco2)c1	-22	11	0	2	-1.2	nt	-6	11	4	14	0.2
Cc1cccc(OC(C)C(=O)NCc2ccc(S(N)(=O)=O)cc2)c1 (stereo not drawn)	0	17	10	11	-0.6	-1	1	0	-2	-1	0.0
CCCCCCCC(=O)NNC(=O)CCC(=O)O	-8	16	4	19	-1.1	1	-8	-6	8	-1	-0.3
O=C(Nc1ccc(N2CCOCC2)c(Cl)c1)c1ccc(S(=O)(=O)N2CCOCC2)cc1	6	-1	-8	9	-0.7	-2	17	18	-3	20	0.0
COc1cccc(/C=N/NC(=O)CCNc2n[nH]c(=O)[nH]c2=O)c1OC	-7	-19	-11	6	2.9	-1	10	-5	-5	-7	-0.1
CC(C)CCNc1nc(N2CCCC2)c2c(c1C#N)CCN(C)C2	-14	-5	-8	-5	-1.1	-3	-7	-42	-7	-9	0.2
COc1ccc(NC(=O)CCC(=O)N2CCN(S(=O)(=O)c3ccc(C)cc3)CC2)c(OC)c1	-4	0	6	13	-0.1	2	8	-12	-10	-4	-0.3

TWEAK-Fn14 inh: what is marked active above
| SMILES | Shn3 3UTR inh | TWEAK-Fn14 inh | HIF-2a block | NR2E3 ag-1 | CF NFkB inh | NR2E3 ag-2 | MITF TRPM1 inh | Peg3 promoter | aDG glyco up |
| --- | --- | --- | --- | --- | --- | --- | --- | --- | --- |
| CCOc1ccc(N=C(NN)c2ccc3ccccc3n2)cc1 | 33 | 94* | 49* | 1 | 8 | 23 | 14 | 3 | 0.1 |

An excerpt of these results, with values under each structure:
Value order – Shn3 3UTR inh | TWEAK-Fn14 inh | KKLEB cytotox | HIF-2a block | iPSC survival up | NR2E3 ag-1 | CF NFkB inh | NR2E3 ag-2 | MITF TRPM1 inh | Peg3 promoter | aDG glyco up
COc1cccc(/C=N/NC(=O)CCNc2n[nH]c(=O)[nH]c2=O)c1OC
→ -7 | -19 | -11 | 6 | 2.9 | -1 | 10 | -5 | -5 | -7 | -0.1
CS(=O)(=O)N(CC(=O)N1CCCC1)c1ccc(Cl)c(Cl)c1
→ 2 | 6 | -12 | -3 | -2.0 | 3 | -13 | 21 | 9 | 14 | -0.1
O=C(NCc1nnc(SCC(=O)N2CCCCC2)o1)c1c(F)cccc1F
→ -9 | -7 | 0 | 8 | -0.3 | 0 | -4 | -18 | -2 | 6 | -0.3
O=C(c1cc2ccccc2oc1=O)N(Cc1ccco1)Cc1cccs1
→ -51 | -10 | -2 | 6 | 2.0 | -2 | 5 | -33 | -2 | 12 | 0.3
Cc1cccc(OC(C)C(=O)NCc2ccc(S(N)(=O)=O)cc2)c1 (stereo not drawn)
→ 0 | 17 | 10 | 11 | -0.6 | -1 | 1 | 0 | -2 | -1 | 0.0
CC(C)Cc1nnc(NC(=O)c2ccc([N+](=O)[O-])cc2)s1
→ -44 | -31 | 3 | -130 | 2.4 | -2 | 4 | -13 | -14 | -145 | 0.0

Following part.
SMILES	Shn3 3UTR inh	TWEAK-Fn14 inh	KKLEB cytotox	HIF-2a block	iPSC survival up	NR2E3 ag-1	CF NFkB inh	NR2E3 ag-2	MITF TRPM1 inh	Peg3 promoter	aDG glyco up
C[C@H](CO)N1C[C@H](C)[C@@H](CN(C)C(=O)Nc2ccccc2)Oc2ccc(NC(=O)C3CCCCC3)cc2C1=O	-11	-10	-4	3	-1.6	nt	-7	-6	-10	-10	0.0
COc1ccccc1NC(=O)N1CCCC1C(=O)Nc1ccc2c(c1)OCO2 (stereo not drawn)	-9	2	6	13	-0.2	4	-2	1	5	14	0.0
Nc1cc(=O)[nH]c(SCC(=O)Nc2ncc(C(F)(F)F)cc2Cl)n1	-8	1	4	10	-0.9	4	4	-25	17	-1	0.1
Cc1cc(C)c2c(=O)n(CC(=O)Nc3cccc(F)c3)sc2n1	-4	-68	4	20	0.4	-2	4	23	6	17	-0.1
COc1ccccc1C1SCCN1C(=O)c1ccc([N+](=O)[O-])cc1 (stereo not drawn)	-2	-1	-10	17	1.6	-3	17	-22	-3	21	6.9*
CCCCC(=O)N1CCN(c2nc3ccc(F)cc3s2)CC1	-30	31	6	-100	0.4	1	-11	-32	-37	-197	0.3
COc1ccc2nc(-c3ccccc3)cc(C(=O)OCC(=O)N3CCCCC3)c2c1	22	6	6	-74	-0.3	2	-28	-4	1	1	0.1
C[C@H](CO)N1C[C@H](C)[C@@H](CN(C)Cc2ccc(Oc3ccccc3)cc2)OCc2cnnn2CCCC1=O	10	2	4	8	1.1	nt	-8	-30	nt	0	0.0
Cc1ccc(CN(C)C(=O)c2cccc(S(=O)(=O)N3CCN(c4ccccc4)CC3)c2)cc1	78	29	14	16	0.5	nt	-6	21	22	32	2.0
COc1cc(OC)cc(C(=O)OC/C(O)=C(\C#N)c2nc3ccccc3[nH]2)c1	4	10	-14	18	-0.7	-2	1	-6	15	25	0.2
CCOC(=O)c1sc(=S)n(C)c1NC(=O)c1ccccc1	-1	-5	5	10	-0.7	-5	-2	2	-10	-4	-0.1
CC1(C)O[C@@H]2[C@H](O1)[C@@H](CO)O[C@H]2n1cc(Br)c(=O)[nH]c1=O	7	0	-5	5	1.4	nt	7	4	-1	-6	0.1
O=S(=O)(c1ccc(NC(=S)NCCC(c2ccccc2)c2ccccc2)cc1)N1CCOCC1	50	56*	-5	10	0.0	-2	13	42	29	47	1.5
CCOC(=O)Nc1ccc2c(c1)nc1n2CCN(CCOC)C1	-7	4	19	-32	-0.3	1	-14	-5	-8	-12	-0.1
O=C(Nc1ccc(NC(=S)NC(=O)c2ccccc2F)cc1)c1cccs1	32	20	-1	-40	-0.4	1	-16	-87	-3	-2	0.1
Clc1ccc2nc(-c3ccco3)c(Cc3ccsc3)n2c1	-18	31	-1	13	0.0	nt	38	-5	nt	-4	0.0
CCCOC1CCCN(C(=O)c2ccc(OC3CCN(C(=O)COC)CC3)cc2)C1 (stereo not drawn)	-17	-11	-2	-28	-0.1	0	-12	-10	-1	-21	0.0
CC1CCN(c2nc(-c3ccccc3O)nc3ccccc23)CC1	47	16	6	9	2.0	-4	-5	-39	12	11	0.0
COc1ccc(Nc2cc(Nc3cccc(OC)c3)ncn2)cc1	-10	-5	-37	-156	2.0	0	40	-65	-44	-133	0.1

Look-ups from above:
Peg3 promoter result of COc1ccccc1C1SCCN1C(=O)c1ccc([N+](=O)[O-])cc1 (stereo not drawn) reads 21
aDG glyco up result of CC1(C)O[C@@H]2[C@H](O1)[C@@H](CO)O[C@H]2n1cc(Br)c(=O)[nH]c1=O reads 0.1
HIF-2a block result of COc1ccccc1NC(=O)N1CCCC1C(=O)Nc1ccc2c(c1)OCO2 (stereo not drawn) reads 13

Gathered by group: the compounds so far containing bromine
SMILES	Shn3 3UTR inh	TWEAK-Fn14 inh	KKLEB cytotox	HIF-2a block	iPSC survival up	NR2E3 ag-1	CF NFkB inh	NR2E3 ag-2	MITF TRPM1 inh	Peg3 promoter	aDG glyco up
CCOc1c(Br)cc(Br)cc1/C=C1\SC(N)=NC1=O	-17	1	0	21	0.8	nt	14	-32	10	-4	0.2
CC1(C)O[C@@H]2[C@H](O1)[C@@H](CO)O[C@H]2n1cc(Br)c(=O)[nH]c1=O	7	0	-5	5	1.4	nt	7	4	-1	-6	0.1
